Bioassay records: PubChem, NCI
NCI-60 one-dose screen, 48 h, at 10 µM unless noted. Numbers give growth in % (100 = growth as untreated, 0 = no growth, -100 = all killed).
SR: SR leukemia cells; hit rate 8.7% among 73,000; AID 1794780
MDA-MB-231: MDA-MB-231 breast cancer. hit rate 5% among 81,000. AID 1794789
MCF7: MCF7 breast cancer; hit rate 6.3% among 82,000
T-47D: T-47D breast cancer; hit rate 5% among 79,000; AID 1794792
HS 578T: HS 578T breast cancer. hit rate 4.1% among 78,000
BT-549: BT-549 breast cancer; hit rate 4.4% among 78,000; AID 1794793
MDA-MB-468: MDA-MB-468 breast cancer | hit rate 8.5% among 78,000
K-562: K-562 leukemia | hit rate 7.4% among 78,000 | AID 1794777
Numbers without * were called inactive; / = no result given; & = joins results of further samples. Rule for the calls: active = growth percent below 10; inactive = the rest. Compounds as they come; 13% or so of the library scored in one or more.

The line under a structure holds: SR	MDA-MB-231	MCF7	T-47D	HS 578T	BT-549	MDA-MB-468	K-562
CC(Oc1ccc(C(=O)NS(C)(=O)=O)cc1C(F)(F)F)c1ccc(Oc2ccccc2)cn1 (configuration not stated)
 : 79	105	71	100	80	95	93	45
Cc1ccc(C2=N/C(=C\c3ccccc3)C(=O)O2)cc1
 : 89	105	104	105	96	104	100	106
N#Cc1c(-c2ccccc2)nc(SCCC(=O)N2CCOCC2)[nH]c1=O
 : 99	110	90	90	100	85	106	104
NC(=O)c1cc2cc(CN3CCCCC3)ccc2o1
 : 70	103	108	102	109	103	107	98
O=C1Nc2ccc(Cl)cc2C12NCCc1cc(O)ccc12 (configuration not stated)
 : 107	93	98	107	100	110	109	104
C=C(C)C(=O)OCCO
 : 98	88	105	97	91	102	84	111
COc1ccc(NC(=S)SCCC(=O)O)cc1
 : 119	93	98	89	128	100	111	118
COc1ccccc1C1=NO[C@H](C(=O)Nc2cccc(O)c2)C1
 : 107	105	91	107	104	112	98	99
Cc1cc2nc(NC(=O)c3ccc(Nc4ccc(Cl)nn4)cc3)sc2cc1C
 : /	98	85	87	89	101	95	87
COc1ccc2cc(C(=O)/C=C/N3CCN(CCO)CC3)ccc2c1
 : 88	98	79	55	72	78	116	/

An excerpt of these results, as tab-separated lines.
molecule	SR	MDA-MB-231	MCF7	T-47D	HS 578T	BT-549	MDA-MB-468	K-562
Cc1ccc(C2=N/C(=C\c3ccccc3)C(=O)O2)cc1	89	105	104	105	96	104	100	106
N#Cc1c(-c2ccccc2)nc(SCCC(=O)N2CCOCC2)[nH]c1=O	99	110	90	90	100	85	106	104
NC(=O)c1cc2cc(CN3CCCCC3)ccc2o1	70	103	108	102	109	103	107	98
O=C1Nc2ccc(Cl)cc2C12NCCc1cc(O)ccc12 (configuration not stated)	107	93	98	107	100	110	109	104

Continuation:
The line under a structure holds: SR	MDA-MB-231	MCF7	T-47D	HS 578T	BT-549	MDA-MB-468	K-562
Fc1ccc(Nc2ccnc(N3CCN(c4ccnc5cc(Cl)ccc45)CC3)n2)cc1
 : 31	56	19	-0.4*	61	75	16	16
CON1CCC[C@]2(C)[C@H]3CC[C@@H]4[C@H]5[C@H]([C@@H](C)O)CC[C@]5(CO)CC[C@@]4(C)[C@]3(C)CC[C@H]2C1(C)C
 : 76	97	93	80	103	99	90	79
COc1ccc(NC(=O)OC(C)C)c(OC)c1
 : 105	119	101	104	101	108	83	107
COc1ccc(-n2cnc3c(sc4ncccc43)c2=O)cc1
 : /	112	106	93	105	112	99	93
Cn1cc(-c2nc(-c3c[nH]c4c(Cl)nccc34)cs2)c2cc(Br)ccc21
 : /	97	77	39	86	96	20	/
CSc1[nH]n(C2=Nc3ccccc3Sc3ccccc32)c(=O)c1C#N
 : 102	97	88	79	115	102	101	111
O=C(CSc1ccc(Cl)cc1)Nc1ccccc1
 : 82&97	123&114	93&87	88&92	113&105	114&109	101&87	94&88
NC(=O)Nc1cccc(O)c1
 : 103	99	/	111	/	88	98	109
Nc1nnc(-c2ccccc2)o1
 : 104	103	103	87	96	114	113	106
CCOC(=O)C1=CC=C(c2cc3cc(Br)ccc3oc2=O)NC1C (configuration not stated)
 : /	95	93	100	105	104	82	100
O=C(CI)NC(Cc1c[nH]c2ccccc12)C(=O)O (configuration not stated)
 : 100	111	101	99	102	109	99	87
Cn1c(=O)c2[nH]c(N/N=C/c3ccccc3)nc2n(C)c1=O
 : 95&98	117&105	100&104	102&103	108&132	90&114	114&112	102&89
Oc1c(I)cc(I)cc1CNCc1ccccn1
 : 22	38	29	15	58	37	29	21
COc1ccc2c(c1)c(=O)oc1c(C)c(OCC(C)=O)ccc12
 : 116	114	101	104	34	102	88	102
O=C(CCCCC(=O)N/N=C\c1ccccc1O)N/N=C\c1ccccc1O
 : 20	50	28	36	71	38	22	/
COC(=O)c1cc(OC)nc(SC)n1
 : 93	105	92	102	90	104	111	97
N#CCCCC(CCCC#N)(c1ccccc1)c1ccccc1
 : 85	113	97	97	103	93	97	82
Nc1cc([N+](=O)[O-])ccc1N1C(=O)CCCC1=O
 : /	95	93	72	112	87	88	/
CC(C)(C)OC(=O)NC(=NCCC[C@H](NC(=O)OC(C)(C)C)C(=O)NCCCCCCNC(=O)OCc1ccccc1)NC(=O)OC(C)(C)C
 : 17	81	55	40	91	67	62	61
COC(=O)c1ccc2c(c1)NC(=O)[C@H]1CCCN21
 : 63	121	60	92	85	92	106	55
O=C1/C(=C/c2ccc(OCCCCCCOc3cccc(Cl)c3)cc2)N=C2SCCCN12
 : 91	91	93	74	117	106	71	82
COc1ccc(OC)c(N=Nc2c(O)c3ccccc3[nH]c2=O)c1
 : 88	67	53	67	75	94	88	106
CC(=O)OC1CCC2CCCCC2C1 (configuration not stated)
 : /	108	103	96	111	103	101	96
Cn1c(SCC(=O)c2ccc(Cl)cc2Cl)nc2ccccc2c1=O
 : 73	87	74	56	97	118	88	75
CC(=O)Oc1cc(OC(C)=O)cc(C(=O)Nc2ccc(C(C)C)cc2)c1
 : 58	87	99	96	101	99	89	72
Cc1sc(NC(=O)c2ccco2)c(C(c2cccnc2)N2CCC(Cc3ccccc3)CC2)c1C (configuration not stated)
 : 51	74	76	76	64	81	93	36
CC1(C2CC2)NC(=O)NC1=O (configuration not stated)
 : 96	112	102	118	102	91	95	108
Cn1c(=O)c2c(nc3n(-c4ccc(Cl)cc4Cl)c(Sc4nc(-c5ccccc5)c(C#N)c(=O)[nH]4)cn23)n(C)c1=O
 : /	28	52	11	11	73	60	84
NC1=NC(c2ccc(N3CCCCC3)cc2)n2c(nc3ccccc32)N1 (configuration not stated)
 : /	91	89	92	102	80	97	94
Cc1oc2ccccc2c(=O)c1C(=O)c1ccc(O)cc1
 : 110	109	87	101	104	/	131	112

Shown as comma-separated lines: part of the list above
compound,SR,MDA-MB-231,MCF7,T-47D,HS 578T,BT-549,MDA-MB-468,K-562
CC(=O)OC1CCC2CCCCC2C1 (configuration not stated),/,108,103,96,111,103,101,96
Cn1c(SCC(=O)c2ccc(Cl)cc2Cl)nc2ccccc2c1=O,73,87,74,56,97,118,88,75

Going on with the list:
The line under a structure holds: SR	MDA-MB-231	MCF7	T-47D	HS 578T	BT-549	MDA-MB-468	K-562
COc1ccc(-c2nc(SCC(C)C)nc(N/N=C\c3ccccc3O)c2C#N)cc1
 : 35	99	91	99	112	99	111	100
COc1cc(/C=C\C(C)=N\Nc2ccccc2)ccc1O
 : 39	77	82	68	92	102	49	56
Nc1ccc(C(=O)NCCSCCN2CCCCC2)cc1
 : 88	100	101	103	108	116	111	113
O=C(O)CCC(=O)NCC1CCCC(CNC(=O)CCC(=O)O)C1 (configuration not stated)
 : 93	107	90	110	112	116	102	112
Cc1c(C)c(C)c(C)c(C)c1C
 : 134	81	98	104	109	110	111	133
COCCNC(=O)c1ccc(OC2CCN(Cc3ccc(F)c(F)c3)CC2)c(Cl)c1
 : 92	110	100	94	114	105	107	99
CCOCCOC(=O)CCCCCCCCC(=O)OCCOCC
 : 87	113	101	97	110	99	104	99
N=C(N)c1ccc(-c2ccc(Cl)cc2)cn1
 : 98	91	91	93	92	99	89	91
CCN(CC)CCOc1nc2cc(OC)c(OC)cc2c2c1-c1ccc(OC)cc1C2=O
 : -30*	92	35	107	90	81	84	70
Fc1ccc(-c2nc(-c3nc4ccc(Br)cc4[nH]3)cc3c2[nH]c2ccccc23)cc1F
 : /	57	59	67	83	81	66	50

A different layout for two compounds above.
SMILES	SR	MDA-MB-231	MCF7	T-47D	HS 578T	BT-549	MDA-MB-468	K-562
CC(Oc1ccc(C(=O)NS(C)(=O)=O)cc1C(F)(F)F)c1ccc(Oc2ccccc2)cn1 (configuration not stated)	79	105	71	100	80	95	93	45
Cc1ccc(C2=N/C(=C\c3ccccc3)C(=O)O2)cc1	89	105	104	105	96	104	100	106

(cont.)
The line under a structure holds: SR	MDA-MB-231	MCF7	T-47D	HS 578T	BT-549	MDA-MB-468	K-562
Cc1sc2c(c1C)c(=O)nc1c(-c3nc(-c4ccccc4)no3)n[nH]n12
 : 89	100	91	100	105	105	118	101
O=S(=O)(NCCNc1nccc(-c2c(-c3cccc(O)c3)nc3occn23)n1)c1ccccc1
 : 76	66	49	74	92	96	88	68
O=C(Nc1nc2ccc([N+](=O)[O-])cc2s1)Nc1c(Cl)cccc1Cl
 : /	83	71	25	80	70	35	55
O=C1CC23OC(C(O)c4ccccc4N12)C1C(c2ccccc2)=NOC13 (configuration not stated)
 : 22	53	26	53	52	25	41	16
CCNC(=O)Nc1ccc(NC(=O)c2[nH]c(C)c(Cl)c2Cl)c(OC(C)C)c1
 : 79	92	98	85	88	106	117	83
CCOC(=O)c1c(C)nc2[nH]n(-c3ccccc3)c(=O)c2c1-c1ccc(Cl)cc1Cl
 : 88	94	89	90	99	92	108	94
CCCCCCOCCNc1ccnc(N)n1
 : 101	104	91	91	101	102	59	92
COc1ccc2c(c1)=C(c1sc(Nc3nc(C)c(C(C)=O)s3)nc1O)C(=O)N=2
 : 119	94	85	93	105	78	93	115
COc1ccc(-c2c(-c3ccc(F)cc3)[nH]c3[nH]c(=O)[nH]c(=O)c23)cc1
 : 87	104	101	101	94	108	94	98
C=CCCNC(=S)SCC(NC(=O)CCC(N)C(=O)O)C(=O)NCC(=O)O (configuration not stated)
 : /	103	97	93	115	110	104	100
COc1cccc(-c2nc3sccn3c2-c2ccnc(NCCNC(=O)c3ccccc3O)n2)c1
 : 95	89	89	60	/	82	102	59
NC(=S)NNC(=O)c1cnc2n(c1=O)CCCCC2
 : 100	82	99	109	105	119	120	90
NC1=NC(c2ccco2)N=C(Nc2nn[nH]n2)N1 (configuration not stated)
 : /	/	92	103	102	103	96	97
C1C2CC3C1C3/C2=N\N=C1/C2CC3C(C2)C13
 : 112	86	103	109	106	114	93	102
C/C(=N/O)c1ccc(NC(=O)C(C)N2CCN(c3cc4c(cc3F)c(=O)c(C(=O)O)cn4C3CC3)CC2)cc1 (configuration not stated)
 : 93	99	102	97	98	106	109	94
COc1ccc(/C=C/C(=O)c2ccc(NC(=O)N3CCN(c4cc5c(cc4F)c(=O)c(C(=O)O)cn5C4CC4)CC3)cc2)cc1OC
 : 101	103	95	104	96	108	108	109
O=S(=O)(NCCCNc1cc(-c2cn(-c3ccccc3)nc2-c2ccccc2)ccn1)c1ccc(C(F)(F)F)cc1
 : 39	53	39	39	61	71	41	16
COc1cc2c(cc1OC)C(C)N(S(N)(=O)=O)CC2 (configuration not stated)
 : 82	101	103	93	105	92	100	103
O=C(O)COc1cc([N+](=O)[O-])c(Cl)cc1Cl
 : 94	103	101	84	103	98	112	98
CC(=O)OC(C(=O)Nc1nncs1)c1ccccc1 (configuration not stated)
 : /	114	103	109	225	106	110	108
CCCCCC(=O)Oc1ccc(/C(CC)=C(/c2ccccc2)c2ccc(OCCN(CC)CC)cc2)cc1
 : 64	92	36	49	95	79	76	32
C=CCOC(=O)/C=C\C(=O)NC(N)=O
 : 97	105	103	104	76	133	93	103
Cc1nc2nc(SCC(=O)O)[nH]c2c(=O)[nH]1
 : 115	110	93	97	99	97	106	95
O=C(CSc1nnnn1-c1ccccc1)c1cc2cc(Cl)ccc2oc1=O
 : 102	90	93	89	101	94	99	109
Cc1ccc(C(=O)Cc2ccccc2)c(O)c1
 : 83	103	100	96	107	105	117	99
CC1=Nc2ccccc2N=C(C)C1
 : 88	89	93	156	114	109	111	99
O=C1C=C(S(=O)(=O)O)c2ccccc2C1=O
 : 102	88	103	115	96	110	114	92
N#Cc1c(-c2cccc(Cl)c2)cc(-c2ccccc2Br)[nH]c1=O
 : 108	100	87	85	89	87	100	81
O=C(CSc1nc2sc3c(c2c(=O)n1-c1ccc(Cl)cc1)CCCC3)NNC(=O)c1ccc(F)cc1
 : 46	29	62	74	80	67	95	72
Cc1cc(C)c2c(N)c(C(=O)Nc3ccc(OC(F)(F)F)cc3)sc2n1
 : 84	/	68	58	/	123	66	51
N=c1ccc(=Nc2ccc(N)c3c(O)c4ccccc4c(O)c23)c2c(=O)c3ccccc3c(=O)c1=2
 : 94	95	97	105	109	/	125	100
COc1ccc(-c2nc3c(N)c(CO)cnc3s2)cc1
 : 94	94	91	89	93	104	58	97
COc1ccc(-c2ccn(CCC(=O)N3CCOCC3)n2)cc1OC1CCCC1
 : 101	106	96	/	99	93	110	97
CC1=C(C)C(=O)C(N2CCN(c3ccc(C)cc3)CC2)=CC1=O
 : 83	91	89	91	97	99	67	92
COc1ccc2cc(-c3nc4nonc4[nH]c3=O)ccc2c1
 : 85	128	95	104	109	97	103	106
COc1cc(CN(CCC(O)N2CCCC2=O)Cc2ccc3c(c2)OCO3)cc(OC)c1OC (configuration not stated)
 : 86	110	97	96	103	101	119	/
O=C(O)c1cc(O)[nH]c(=O)c1
 : /	102	97	93	92	79	86	115
CC12CCC(=O)C=C1C(O)CC1C2CCC2(C)C1CCC2(O)C(=O)CO (configuration not stated)
 : 103	110	106	106	109	105	110	107
O=C(O)/C=C/C(=O)Nc1ccccc1[N+](=O)[O-]
 : /	119	90	95	102	112	108	95
COc1ccc(C2C(C(=O)c3ccccc3)C2(C#N)C#N)cc1 (configuration not stated)
 : 91	102	90	97	90	102	91	101
O=C(CCc1ccccc1)Nc1ccccc1
 : 113	85	85	124	124	88	/	97
COc1ccc(/C=N\O)cc1OC
 : 102	119	92	116	99	/	103	69
O=c1c2ccccc2nc(COc2ccccc2)n1/N=C/c1ccc(Br)cc1
 : 65	97	58	78	96	76	89	53
CNc1ncnc2[nH]ncc12
 : 96	97	97	100	95	/	96	99
CCOC(=O)c1c(C)oc2ncnc(N3CCN(C(=O)Nc4cccc(C)c4)CC3)c12
 : 89	82	80	85	75	75	98	92
CCOC(=O)c1c(C)nc2c(c1N)CC(=O)N2[C@@H](C)c1ccccc1
 : 80	86	87	62	100	105	104	95
O=Cc1cccc(OCc2ccccc2)c1
 : 91	/	88	84	93	96	110	97
CCN(CCO)CC(O)Cn1cnc2c(N)ncnc21 (configuration not stated)
 : 108	110	95	96	110	123	106	102
